HT1080NT lethal: kills 2HG-producing HT-1080-NT fibrosarcoma cells | 1.6% of 360,000 active | HT-1080-NT fibrosarcoma viability, CellTiter-Glo ATP luminescence, 48 h | Potency, µM (top dose mostly 46.1 µM), for the others: top-dose activity, negative = less viability, most hits filed as cytotoxic;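 further: NT is the 2HG producing partner of a matched IDH1 knockdown line; potency means the concentration at half of the fitted maximal effect; 0% = DMSO-treated cells and -100% = media-only wells without cells; nearly all actives have a fitted effect of over 55% in size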
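Read-out is CellTiter-Glo luminescence after 10 minutes at room temperature, following 48 hours' compound treatment of HT-1080-NT cells (750 cells/well, RPMI, 5% FBS, 37 degrees C).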
GLP1R cytotox: cytotoxicity counter-screen for GLP-1 receptor inverse agonists; HEK293 cAMP-luciferase reporter cells, luminescence, 24 h; Potency, µM (top dose mostly 38.3 µM), inactives show at the highest dose activity change, negative = inhibition, actives largely listed as inhibitors; 0.13% of 410,000 active;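 further: loss of luciferase light is scored as toxicity; potency means the concentration at half of the fitted maximal effect; on the % scale 0 is the no-effect control and ±100 the full control effect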
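Quantitative HTS format, 1536 wells, 200 cells/uL seeded. Compounds: 23 nL, 24 h, 37 °C. Detection: luciferase reagent, luminescence at 12 min RT; decreased signal taken as cytotoxic.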
DRD3 agonist: D3 dopamine receptor (human) agonism. 0.58% of 410,000 active. P35462. AID 652048. D3R DiscoveRx beta-arrestin cells, luminescence, 90 min. max activation, %; in the data active means max activation above about 30%; further: 0% is about no effect; mostly tested at two doses, the higher about 12 µM
Target sequence (P35462 whole entry, looked up): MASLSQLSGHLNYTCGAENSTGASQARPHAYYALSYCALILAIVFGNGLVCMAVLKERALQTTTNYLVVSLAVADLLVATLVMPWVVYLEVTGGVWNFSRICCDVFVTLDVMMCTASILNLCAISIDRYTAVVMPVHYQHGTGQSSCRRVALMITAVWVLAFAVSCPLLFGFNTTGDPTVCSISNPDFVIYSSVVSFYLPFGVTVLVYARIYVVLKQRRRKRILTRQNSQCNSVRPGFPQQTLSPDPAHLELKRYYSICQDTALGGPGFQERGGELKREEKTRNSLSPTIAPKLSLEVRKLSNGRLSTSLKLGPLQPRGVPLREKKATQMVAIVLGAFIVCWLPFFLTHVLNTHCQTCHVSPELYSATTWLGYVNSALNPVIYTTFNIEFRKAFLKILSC
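Cells at 1500/well, incubated overnight, then treated with pinned compounds (dopamine as control) for 90 min at 37 degrees C. DiscoveRx reagent added for 30 - 60 minutes at room temperature; luminescence read.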
IL-1B inflam inh: inflammasome signaling inhibition, IL-1 beta readout | THP-1 LPS/ATP IL-1B secretion, AlphaLISA, 16 h; active compounds read low | activity change, % at 57.5 µM | 4.7% of 360,000 active; in the data active means activity change below about -50%; inconclusive means mostly about -30% to -49%; further: on the % scale 0 is the no-effect control and ±100 the full control effect
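Secreted IL-1B measured by AlphaLISA bead assay after 16 h compound exposure of THP-1 cells; compounds (final up to 57.5 uM) added 1 h before LPS (250 ng/mL) and ATP (1.25 mM) stimulation; lower signal means less secretion.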
KB-V1 MDR tox: KB-V1 MDR subline cytotoxicity | KB-V1 MDR cells viability, CellTiter-Glo, 72 h | Potency, µM (doses to about 46.1 µM), for inactives: at the highest dose activity change, negative = cytotoxicity, actives largely listed as cytotoxic | 3.4% of 400,000 active | AID 1347076; further: potency means the concentration at half of the fitted maximal effect; on the % scale 0 is the no-effect control and ±100 the full control effect; nearly all actives have a fitted effect of over 60% in size
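In this primary screen, KB-V1 cells overexpressing P-gp are incubated with library compounds (lowest to highest concentration) for 72 h at 37 degrees C before a luminescent ATP viability read.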
MCF10A rerep: DNA re-replication induction in MCF 10a cells; MCF 10A DNA re-replication, Hoechst nuclear intensity, 48 h; Potency, µM (series often up to 46.1 µM), for the others: top-dose activity, positive = re-replication, hits mostly activators; 2.9% of 350,000 active; AID 624296; further: potency means the concentration at half of the fitted maximal effect; % of control where 0% means no effect; nearly all actives have a fitted effect of over 50% in size
SW480 rereplic: induces DNA re-replication in SW480 colon adenocarcinoma cells; SW480 DNA re-replication, Hoechst DNA content imaging, 48 h; Potency, µM (titrated, usually from 46.1 µM), without a hit: at the highest dose re-replication activation, usual class: activators; 1.8% of 340,000 active; further: potency means the concentration at half of the fitted maximal effect; % of control where 0% means no effect; nearly all actives have a fitted effect of over 55% in size
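First, 250 cells per well were seeded. Next, compound or vehicle (23 nL) was pinned in, plates sat 48 hr at 37 C. Finally Hoechst was added for 40 min before fluorescence scanning.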
HT1080 IDH1KD tx: HT-1080 IDH1 knockdown cell toxicity (counter line); HT-1080 IDH1 knockdown viability, ATP luminescence, 48 h; Potency, µM (doses to about 46.1 µM), without a hit: at the top dose activity, negative = toxicity, actives largely listed as cytotoxic; AID 686971; 2% of 360,000 active;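 further: potency means the concentration at half of the fitted maximal effect; 0% = DMSO wells and -100% = cell-free medium wells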
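Luminescent ATP read-out (CellTiter-Glo, 10 min at room temperature) after 48 h compound exposure at 37 °C gave viability of IDH1-knockdown HT-1080 cells. Activity was normalised to DMSO and cell-free wells, then fitted as concentration-response curves.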
KB-3-1 tox: KB-3-1 parental cell cytotoxicity. KB-3-1 viability, CellTiter-Glo ATP luminescence, 72 h. Potency, µM (top dose mostly 46.1 µM), inactives show at the top dose activity change, negative = cytotoxic, actives largely listed as cytotoxic. 1.4% of 400,000 active. AID 1347075; further: potency means the concentration at half of the fitted maximal effect; on the % scale 0 is the no-effect control and ±100 the full control effect; nearly all actives have a fitted effect of over 60% in size
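Parental KB-3-1 adenocarcinoma cells in phenol-red-free DMEM with 10% FBS were pin-treated with compounds at several concentrations, incubated 72 h at 37 °C, and viability read by CellTiter-Glo luminescence; concentration-effect curves were fitted after normalization.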
* hit, by the source's call. Unless noted, the call rests on the fitted dose curve; in most records, active means well fitted curve in the direction sought with a large enough effect; inconclusive means small, poorly fitted or top-dose-only effect, or another doubt; inactive means no such curve, though single readings can be large; an effect the other way counts as inactive or inconclusive.

Screening CCOC(=O)C1CCCN(S(=O)(=O)c2cc(-c3cc(C)no3)ccc2OC)C1 (stereo not given) returned GLP1R cytotox -6%, DRD3 agonist -13, KB-V1 MDR tox 4% and KB-3-1 tox 23%.
CCCc1ccc2oc(C(=O)N(Cc3ccncc3)CC3CCCO3)c(C)c2c1 (stereo not given) was read as HT1080NT lethal inconclusive, GLP1R cytotox -20%, DRD3 agonist 5, IL-1B inflam inh -85*, KB-V1 MDR tox -22%, MCF10A rerep inconclusive, SW480 rereplic inconclusive, HT1080 IDH1KD tx inconclusive and KB-3-1 tox -24%.
`Cc1cc(C)cc(N2C(=O)CSC23C(=O)N(CC(=O)NCCc2ccccc2)c2ccccc23)c1` (stereo not given) gave GLP1R cytotox -3%, DRD3 agonist 3, KB-V1 MDR tox 5% and KB-3-1 tox 6%.
For CCN(Cc1ccncc1)C(=O)c1cc(COc2c(C)cccc2C)on1 the results were HT1080NT lethal -7%, GLP1R cytotox -6%, DRD3 agonist 9, IL-1B inflam inh inconclusive, KB-V1 MDR tox inconclusive, MCF10A rerep 13%, SW480 rereplic 4%, HT1080 IDH1KD tx -1% and KB-3-1 tox -1%.
Screening O=C(NCCCN1CCCC1)c1cc2c(Cl)nc3ccccc3c2s1 returned HT1080NT lethal inconclusive, GLP1R cytotox inconclusive, DRD3 agonist -14, KB-V1 MDR tox inconclusive, MCF10A rerep 29%, SW480 rereplic 1%, HT1080 IDH1KD tx 21µM* and KB-3-1 tox inconclusive.
For CCOC(=O)CC1(NC(=O)c2cc(COc3c(F)cccc3F)on2)CCCCC1 the results were HT1080NT lethal -5%, GLP1R cytotox 9%, DRD3 agonist -8, IL-1B inflam inh -9, KB-V1 MDR tox -22%, MCF10A rerep -3%, SW480 rereplic -7%, HT1080 IDH1KD tx -5% and KB-3-1 tox -4%.
`COc1ccc(NC(=O)c2onc(C)c2Cl)cc1` gave HT1080NT lethal -3%, GLP1R cytotox 3%, DRD3 agonist -2, IL-1B inflam inh 5, KB-V1 MDR tox -18%, MCF10A rerep inconclusive, SW480 rereplic 21%, HT1080 IDH1KD tx -12% and KB-3-1 tox 18%.
For Cc1ccc(S(=O)(=O)n2c(CN3CCCC(C)C3)nc3ccccc32)cc1 (stereo not given) the results were HT1080NT lethal 8%, GLP1R cytotox 9%, DRD3 agonist -9, IL-1B inflam inh -51*, KB-V1 MDR tox -22%, MCF10A rerep 12%, SW480 rereplic 10%, HT1080 IDH1KD tx -2% and KB-3-1 tox -6%.
For C1=C(CCNc2ncnc3c2cnn3-c2ccccc2)CCCC1 the results were HT1080NT lethal 1%, GLP1R cytotox 23%, DRD3 agonist 2, IL-1B inflam inh -3, KB-V1 MDR tox 6%, MCF10A rerep 19%, SW480 rereplic inconclusive, HT1080 IDH1KD tx -4% and KB-3-1 tox -1%.
`CC1=C(C#N)C(c2ccoc2)C(C(=O)OCc2ccccc2)=C(N)S1` (stereo not given) gave HT1080NT lethal -2%, GLP1R cytotox 12%, DRD3 agonist -5, IL-1B inflam inh -13, KB-V1 MDR tox -10%, MCF10A rerep inconclusive, SW480 rereplic -1%, HT1080 IDH1KD tx -6% and KB-3-1 tox 2%.
For C[C@@H]1CCC[C@]2(O[C@H](CCO)C[C@H](O)[C@H]2O)O1 the results were HT1080NT lethal -1%, GLP1R cytotox 2%, DRD3 agonist -1, IL-1B inflam inh 19, KB-V1 MDR tox -10%, MCF10A rerep -8%, SW480 rereplic -3%, HT1080 IDH1KD tx -2% and KB-3-1 tox 0%.
CCOC(=O)c1c(P(=O)(N2CCOCC2)N2CCOCC2)noc1N was read as HT1080NT lethal 10%, GLP1R cytotox 1%, DRD3 agonist 6, IL-1B inflam inh 11, KB-V1 MDR tox inconclusive, MCF10A rerep 3%, SW480 rereplic -6%, HT1080 IDH1KD tx 22% and KB-3-1 tox 22%.
`CC[C@H](C)[C@@H]1NC(=O)c2cc([N+](=O)[O-])cc(I)c2SC[C@@H](C(N)=O)NC(=O)[C@H](CCCCN)NC1=O` gave HT1080NT lethal 18%, GLP1R cytotox 3%, DRD3 agonist 1, IL-1B inflam inh -2, KB-V1 MDR tox 3%, MCF10A rerep 13%, SW480 rereplic -5%, HT1080 IDH1KD tx 12% and KB-3-1 tox -4%.
`CCOc1ccc(N2CC(C(=O)NCc3ccc(C)n3C)CC2=O)cc1` (stereo not given) gave HT1080NT lethal 0%, GLP1R cytotox 3%, DRD3 agonist -1, IL-1B inflam inh -5, KB-V1 MDR tox -1%, MCF10A rerep 9%, SW480 rereplic -2%, HT1080 IDH1KD tx -2% and KB-3-1 tox 12%.
For O=C(C1=C[C@H](c2ccc(C(F)(F)F)cc2)C[C@H](OCCCCO)O1)N1CCN(Cc2ccc3c(c2)OCO3)CC1 the results were HT1080NT lethal -25%, GLP1R cytotox -12%, DRD3 agonist -27, IL-1B inflam inh -67*, KB-V1 MDR tox -2%, MCF10A rerep 1%, SW480 rereplic -1%, HT1080 IDH1KD tx inconclusive and KB-3-1 tox -6%.
Screening COc1ccc(N2CCN(C(CNC(=O)C(=O)NCCCn3ccnc3)c3ccco3)CC2)cc1 (stereo not given) returned HT1080NT lethal 0%, GLP1R cytotox 11%, DRD3 agonist -7, IL-1B inflam inh -1, KB-V1 MDR tox 15%, MCF10A rerep 15%, SW480 rereplic 1%, HT1080 IDH1KD tx 0% and KB-3-1 tox -48%.
CCOc1ccccc1Nc1nnc(SCC(=O)NC(Cc2c[nH]c3ccccc23)C(=O)O)s1 (stereo not given) was read as HT1080NT lethal -5%, GLP1R cytotox -3%, DRD3 agonist -12, IL-1B inflam inh 13, KB-V1 MDR tox 3%, MCF10A rerep 12%, SW480 rereplic 2%, HT1080 IDH1KD tx 0% and KB-3-1 tox -2%.
Cn1ncc(Br)c1C(=O)Nc1cccc(C(F)(F)F)c1 was read as HT1080NT lethal -19%, GLP1R cytotox -2%, DRD3 agonist 5, IL-1B inflam inh -12, KB-V1 MDR tox 1%, MCF10A rerep 2%, SW480 rereplic 27%, HT1080 IDH1KD tx -1% and KB-3-1 tox 4%.
`CCN(CC)CCCNC(=O)Cn1c(-c2cccs2)cc2cc(Cl)ccc21` gave GLP1R cytotox -10%, DRD3 agonist -13, KB-V1 MDR tox -5% and KB-3-1 tox -8%.
O=C(NC1CCN(C(=S)NCc2ccco2)CC1)NC12CC3CC(CC(C3)C1)C2 was read as HT1080NT lethal -15%, GLP1R cytotox 6%, DRD3 agonist -6, IL-1B inflam inh -6, KB-V1 MDR tox inconclusive, MCF10A rerep 13%, SW480 rereplic 1%, HT1080 IDH1KD tx -26% and KB-3-1 tox 2%.
For COc1ccc(-c2n[nH]c(C)c2-c2cnn(-c3ccccc3)c2)c(O)c1C the results were HT1080NT lethal -22%, GLP1R cytotox -2%, DRD3 agonist -1, IL-1B inflam inh -18, KB-V1 MDR tox inconclusive, MCF10A rerep inconclusive, SW480 rereplic 15µM*, HT1080 IDH1KD tx inconclusive and KB-3-1 tox inconclusive.
Screening Cc1cc(C(=O)O)cc(S(=O)(=O)NNC(=O)c2cccs2)c1C returned HT1080NT lethal -1%, GLP1R cytotox 2%, DRD3 agonist 11, IL-1B inflam inh -6, KB-V1 MDR tox -12%, MCF10A rerep -2%, SW480 rereplic -15%, HT1080 IDH1KD tx -5% and KB-3-1 tox inconclusive.
`O=C1c2ccccc2NC(c2ccccc2Cl)N1N=C1CCCCCC1` (stereo not given) gave HT1080NT lethal 0%, GLP1R cytotox 11%, DRD3 agonist -3, IL-1B inflam inh -4, KB-V1 MDR tox inconclusive, MCF10A rerep inconclusive, SW480 rereplic -6%, HT1080 IDH1KD tx 5% and KB-3-1 tox -15%.
Screening N/C(=N\OC(=O)CCCOc1ccccc1)c1cccc([N+](=O)[O-])c1 returned HT1080NT lethal 27%, GLP1R cytotox -2%, DRD3 agonist -10, IL-1B inflam inh -4, KB-V1 MDR tox -10%, MCF10A rerep 5%, SW480 rereplic -1%, HT1080 IDH1KD tx 15% and KB-3-1 tox -1%.
Screening C=CCC(CC=C)(CNC(=O)C(=O)Nc1cc(C)ccc1OC)c1ccc(OC)c(OC)c1 returned GLP1R cytotox -8%, DRD3 agonist -2, KB-V1 MDR tox -4% and KB-3-1 tox -9%.
O=S(=O)(Nc1ccccn1)c1cccc(S(=O)(=O)c2ccc(Cl)cc2)c1 was read as HT1080NT lethal -2%, GLP1R cytotox -14%, DRD3 agonist 8, IL-1B inflam inh 30, KB-V1 MDR tox -22%, MCF10A rerep 0%, SW480 rereplic -1%, HT1080 IDH1KD tx -21% and KB-3-1 tox 0%.
Screening Cc1ccc(C)c(CN2C(=O)C3(c4ccccc42)N(c2ccc(Cl)cc2)C(=O)CS3(=O)=O)c1 (stereo not given) returned GLP1R cytotox 10%, DRD3 agonist -6, KB-V1 MDR tox 2% and KB-3-1 tox 8%.
`Cn1c(N)c(C(=O)CSc2nnnn2-c2ccccc2)c(=O)n(C)c1=O` gave HT1080NT lethal -1%, GLP1R cytotox 5%, DRD3 agonist -13, IL-1B inflam inh 4, KB-V1 MDR tox 60%, MCF10A rerep 2%, SW480 rereplic 8%, HT1080 IDH1KD tx 10% and KB-3-1 tox 0%.
For O=C(COC(=O)CCCc1c[nH]c2ccccc12)Nc1ccc2c(c1)OCO2 the results were HT1080NT lethal -2%, GLP1R cytotox -11%, DRD3 agonist 2, IL-1B inflam inh -2, KB-V1 MDR tox 2%, MCF10A rerep 0%, SW480 rereplic 1%, HT1080 IDH1KD tx 5% and KB-3-1 tox -4%.
S=c1[nH]nc(-c2ccccn2)n1/N=C/c1cccc(Cl)c1 was read as HT1080NT lethal 7%, GLP1R cytotox 5%, DRD3 agonist -8, IL-1B inflam inh 19, KB-V1 MDR tox inconclusive, MCF10A rerep 0%, SW480 rereplic -2%, HT1080 IDH1KD tx 24% and KB-3-1 tox -2%.

Screening results: PubChem, National Center for Advancing Translational Sciences (NCATS)
